High-throughput results deposited in PubChem BioAssay by National Center for Advancing Translational Sciences (NCATS).
Nrf2 activator: activators of Nrf2 (ARE) signaling; AREc32 ARE-luciferase reporter (MCF7-derived line), luminescence, 24 h; Potency, µM (highest dose often 46.1 µM), for inactives: top-dose activation, usual class: activators; 410,000 compounds, 0.31% hits; AID 624171; note: potency is the fitted concentration of half-maximal effect; % of control where 0% means no effect; nearly all actives have a fitted effect of over 65% in size
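Luciferase luminescence (Steady-Glo, 30 min at room temperature) served as the read-out of ARE activation in AREc32 cells treated with compounds for 24 hr at 37 deg C.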
A549 viability: kills or reduces viability of A549 cells in Nrf2 counter-screen | A549 ARE-Fluc cells, CellTiter-Fluor viability, 18-24 h | Potency, µM (series often up to 46 µM), inactives show at the top dose activity change, negative = cytotoxicity, most hits filed as inhibitors | 390,000 compounds, 0.16% hits | AID 504648; note: potency is the fitted concentration of half-maximal effect; % is set by controls: 0 for no effect and ±100 for the full control effect
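Cytotoxicity counterscreen: CellTiter-Fluor fluorescence was measured in A549 ARE_Fluc cells after 18-24 h of compound exposure in a concentration series. The subsequent BugLite luminescent read reports ARE-luciferase activity.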
pAkt inh: blocks phosphorylation of Akt; Neuro2A IGF-stimulated pAkt S473 HTRF, 20 min; hits give low values; activity change, % for hits at 50 µM; 360,000 compounds, 0.32% hits; AID 651550; in the data active = activity change below about -80%; inconclusive = mostly about -51% to -80%; note: % is set by controls: 0 for no effect and ±100 for the full control effect
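Neuro2A cells in DMEM with 0.5% FBS, overnight at 37 deg C, given compound at single 50 µM final, then IGF (6 nM final) for 20 min at 37 deg C. Lysed; phospho-Akt Ser473 by HTRF after 24 h, 665/615 ratio.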
HepG2 viability: kills HepG2 cells in TGF-b inhibitor counter-screen. HepG2 CAGA-GFP viability, ATP luminescence, 18 h. Potency, µM (top dose mostly 46.1 µM), for inactives: at the top dose activity change, negative = cytotoxicity, usual class: cytotoxic. 410,000 compounds, 0.76% hits; note: potency is the fitted concentration of half-maximal effect; some results filed as inactive show a strong effect at the top dose
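HepG2 CAGA-GFP cells (1000/well, DMEM with 1% FBS) received compound, then TGF-beta at 500 pg/mL final, and were incubated 18 hours at 37 degrees C. Viability was read by CellTiter-Glo luminescence. Media-only wells were set as complete cell-killing and DMSO as no toxicity.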
TGFb inhibitor: inhibitors of TGF-b signaling; HepG2 CAGA-GFP TGF-b/SMAD3 reporter, GFP fluorescence, 18 h; TGF-beta stimulated, 500 pg/mL final; Potency, µM (top dose mostly 46.1 µM), inactives show at the top dose activity, negative = inhibition, actives largely listed as inhibitors; 410,000 compounds, 1.2% hits; AID 588855; note: potency is the fitted concentration of half-maximal effect; % is set by controls: 0 for no effect and ±100 for the full control effect; nearly all actives have a fitted effect of over 65% in size
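HEPG2 CAGA-GFP, 1000 cells/well; 2 h settle, 37 C; cpd via pin tool; TGF-b 500 pg/mL final; 18 h, 37 C; GFP imaging ex488/em500-530; %Activity normalised to -TGF-b and +DMSO controls; CRC fit, curve class.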
Abeta yeast res: A-beta toxicity reversal in yeast; Potency, µM (series often up to 46.1 µM), inactives show at the top dose growth rescue, most hits filed as activators; yeast expressing A-beta42, growth rescue, OD600, 48 h; response scale: 0% DMSO, 100% iron-clioquinol control; 410,000 compounds, 0.063% hits; note: potency is the fitted concentration of half-maximal effect; nearly all actives have a fitted effect of over 55% in size
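Growth rescue measured by 600 nm absorbance after 48 h yeast culture at 30 C with compound. Values normalized between DMSO and an equimolar ferric chloride plus clioquinol control.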
Nrf2 inh: blocks Nrf2 signaling | AID 504444 | A549 ARE-Fluc reporter, luciferase luminescence, 18-24 h | 360,000 compounds, 2.1% hits | Potency, µM (top dose mostly 46 µM), for inactives: at the highest dose activity change, negative = inhibition, actives largely listed as inhibitors; note: potency is the fitted concentration of half-maximal effect; % is set by controls: 0 for no effect and ±100 for the full control effect; nearly all actives have a fitted effect of over 60% in size
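Concentration-response testing used A549 ARE_Fluc cells at 5000 cells/well. Following an 18-24 h compound incubation, viability was read by fluorescence (Ex 405/Em 525) and luciferase output by luminescence.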
Mm-Cpn inhibitor: blocks the Methanococcus maripaludis chaperonin Mm-Cpn; 330,000 compounds, 0.031% hits; purified Mm-Cpn ATPase, ADP Transcreener TR-FRET; Potency, µM (highest dose often 76.9 µM), for inactives: top-dose activity, negative = inhibition, most hits filed as inhibitors; note: potency is the fitted concentration of half-maximal effect; % is set by controls: 0 for no effect and ±100 for the full control effect; nearly all actives have a fitted effect of over 80% in size
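TR-FRET (320 nm excitation; 590 and 665 nm emission) reports ADP made from 10 uM ATP by 25 nM enzyme; compounds were preincubated 10 min, reaction run 30 min, both at 37°C.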
CCT modulator: modulators of cytosolic chaperonin (CCT/TRiC) activity. purified chaperonin ATPase assay, HTRF ADP detection, 30 min. AID 651819. activity change, % (no concentration beside the values), hits read low. 360,000 compounds, 0.3% hits; in the data active = activity change below about -30%; note: % is set by controls: 0 for no effect and ±100 for the full control effect
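We incubate TRiC, 40 or 20 nM final, with library compounds at 76 uM and 10 uM ATP for 30 min at 37 °C. ADP formed is detected with Transcreener HTRF reagents after 30 min at room temperature.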
The depositor's hits bear a star; i = inactive; ? = inconclusive; · = not tested or not shown; [ ] = another dose, or the depositor's remark. Unless noted, calls come from the whole dose curve; as a rule, active = well fitted curve in the direction sought with a large enough effect; inconclusive = small, poorly fitted or top-dose-only effect, or another doubt; inactive = no such curve, though single readings can be large; an effect the other way counts as inactive or inconclusive.

SMILES | Nrf2 activator | A549 viability | pAkt inh | HepG2 viability | TGFb inhibitor | Abeta yeast res | Nrf2 inh | Mm-Cpn inhibitor | CCT modulator
Cc1ccc(C(=O)Nc2ncc([N+](=O)[O-])s2)cc1 | -2.3% | -27% | i | -70% | ? | -43%[inhibitor] | · | -1% | -0.1
COc1ccc(-c2csc(C(C)(O)c3cccc(OC)c3)n2)cc1 (centres undefined) | 1.2% | · | i | -23% | -9% | 12% | · | · | 0.4
Nc1[nH]c2cc([N+](=O)[O-])ccc2c1-c1ccccn1 | 3.0% | 13µM* | i | -37% | -1% | -7% | -24% | -7% | 1.5
CCOc1ccccc1CNCc1c(C(=O)O)n(Cc2ccccc2)c2cc(OC)ccc12 | -1.1% | -9% | · | 7% | ? | -9% | 23% | · | ·
O=C(Nc1ccccc1)/C(=C1\CCCN1)[N+](=O)[O-] | -0.2% | -2% | i | 0% | -13% | -3% | 3% | 0% | -1.4
COc1ccc(C2CC(=O)N3CN(c4ccc(C)c(Cl)c4)CSC3=C2C#N)cc1 (centres undefined) | 3.8% | 5% | i | -19% | -4% | 6% | 20% | -5% | -0.9
O=C(Nc1nc2c(F)cc(F)cc2s1)c1ccc([N+](=O)[O-])o1 | ? | -2% | i | -25% | -1% | -9% | 15% | 1% | -2.8
Cc1cccc(NC(=O)c2ccc3c(c2)OCCO3)n1 | -0.6% | 3% | i | -44% | 0% | -16% | ? | -1% | 0.0
NS(=O)(=O)c1ccc(NC(=O)CCc2ccccc2)cc1 | 1.5% | 0% | i | -13% | -2% | -16% | · | 3% | 0.2
CCCCNc1ncnc2sc3c(c12)CCN(CCC)C3 | 1.9% | 1% | i | -22% | -9% | -5% | -10% | 1% | 1.5
O=C(/C=C/c1ccco1)Nc1ccc2nc3n(c(=O)c2c1)CCCC3 | ? | ? | i | -21% | -21% | 3% | 6% | -2% | -2.6
Cc1cccc(C)c1NC(=O)CSc1cc(C(=O)c2nccn2C)c2ccccc2n1 | 0.1% | -7% | i | 10% | 7% | -11% | -18% | -2% | -3.0
CCC1CCCCN1S(=O)(=O)c1ccc(NC(=O)C2CC(=O)N(C(C)(C)C)C2)cc1 (centres undefined) | 0.2% | 1% | i | -2% | -11% | 1% | 6% | · | -1.1
COCCN(C(C)=O)c1nnc(-c2ccccn2)s1 | 2.7% | -7% | i | -10% | 0% | 2% | 8% | 0% | -6.2
O=C1CC(C(=O)Nc2nccs2)C(c2ccccc2)O1 (centres undefined) | -0.1% | ? | i | -11% | 9% | 22% | -9% | -26% | -0.2
CCCN1CCN(C(=O)c2ccc(-c3ccc([N+](=O)[O-])cc3)o2)CC1 | 3.0% | -7% | i | -45% | -15% | -3% | 17% | -3% | 0.1
CCN1CCN(CC(=O)Nc2ccc(Cl)c(S(=O)(=O)N(C)C)c2)CC1 | 0.6% | 13% | i | 6% | -15% | -12% | ? | -6% | 4.3
CNC(=S)N(Cc1cc2cc(OC)c(OC)cc2[nH]c1=O)C1CCCC1 | 2.7% | -5% | i | -2% | 6% | 1% | -20% | 0% | -0.1
CCC(C)(C)NC(=O)COc1ccc(OCc2ccccc2)cc1 | 0.0% | 4% | i | 4% | 0% | -7% | 10% | 0% | 0.2
CC(=O)Nc1cc(-c2ccc(N(C)C)cc2)cn2c(-c3ccc(F)c(Cl)c3)cnc12 | 8.1% | · | i | 1% | 31%[activator] | -8% | · | · | -0.3
[O-][n+]1c2ccccc2c2n1CCN=C2c1ccc(Cl)cc1 | 15% | -7% | i | -8% | 5% | 2% | 10% | -3% | -0.6
Cc1[nH]c2ccccc2c(=O)c1SC(F)(F)C(F)C(F)(F)F (centres undefined) | 1.1% | 2% | i | -9% | 3% | -16% | -10% | -4% | -0.3
CCN1C(=O)C(CC(=O)Nc2ccc(F)cc2)N(Cc2ccc3c(c2)OCO3)C1=S (centres undefined) | 2.8% | 3% | i | -5% | -6% | 24% | ? | 3% | 1.0
Cc1cc(C(=O)N2CCN(c3ccc(C(F)(F)F)cn3)CC2)c(C)o1 | 2.7% | 0% | i | -5% | -18% | -16% | -21% | -3% | -6.1
CCOc1cc(CNC(=O)CN2CCSc3ccccc32)cc(OCC)c1OCC | -0.9% | -5% | · | -20% | -6% | -2% | · | · | ·
COc1ccc(Nc2nc(N)nc(CN3CCOCC3)n2)cc1 | -0.9% | 0% | i | 7% | -4% | 7% | 10% | 2% | -7.2
O=C(CCN1C(=O)C2C3CC(C(Br)C3Br)C2C1=O)OCC(=O)c1ccccc1 (centres undefined) | -0.1% | 0% | i | 8% | -2% | 15% | 6% | 1% | -0.2
Cc1ccc(Cl)cc1N1CCN(C(=O)Cn2cnc3onc(-c4ccc(F)cc4)c3c2=O)CC1 | 5.2% | 2% | · | -7% | -2% | 10% | -11% | · | ·
CC12CCCCC1=CC(=O)CC2 (centres undefined) | -0.4% | 2% | i | 0% | -16% | -5% | 1% | · | -10
COc1cc(NC(=O)c2cc3ccccc3cc2OC)ccc1NC(=O)c1cccs1 | -0.9% | -10% | i | -6% | 0% | 4% | 5.2µM* | -14% | -1.3
O=Cc1cc(OCc2ccccc2)ccc1[B-](F)(F)F | ? | -1% | i | -65% | ? | -85%[inhibitor] | 25% | · | -0.1
CCn1c(SCc2nc3sc(C(=O)O)c(C)c3c(=O)[nH]2)nc2ccccc21 | -0.4% | -8% | · | 15% | 11% | 11% | -11% | 0% | -2.1
Cc1cc(OCC(=O)NC(C)c2ccccc2)ccc1[N+](=O)[O-] (centres undefined) | 4.4% | 5% | i | -12% | -11% | -2% | -10% | 0% | -1.0
CCc1cccc(-n2c(SCC(=O)c3c(N)n(C4CC4)c(=O)[nH]c3=O)nnc2N2CCOCC2)c1 | -0.6% | -7% | i | -7% | -1% | -2% | 16% | · | 0.1
COc1cccc2c1OC1(C)CC2NC(=O)N1c1cccc(C(=O)N2CCN(c3ccccc3)CC2)c1 (centres undefined) | -0.7% | 0% | i | 9% | 3% | 11% | -12% | -5% | -0.7
N#CC1=C(S)N(c2ccccc2)C(c2ccc(-c3cc(Cl)ccc3Cl)o2)NC1=O (centres undefined) | 0.1% | 3% | i | -3% | -2% | -5% | 1% | -8% | -1.5
O=C(CN1CCN(S(=O)(=O)c2ccc(Cl)s2)CC1)N1CCOCC1 | -0.6% | -11% | i | 14% | -5% | 3% | 6% | 0% | -2.6
Cc1nnc(SCCC(=O)Nc2nc(-c3ccccc3)ns2)s1 | ? | -1% | · | 1% | 0% | -24% | -18% | · | 1.5
Cc1ccccc1Nc1nc(N)nc(COC(=O)[C@@H](NC(=O)c2ccco2)C(C)C)n1 | 2.8% | -5% | i | 4% | 11% | 2% | 15% | · | 0.1
COc1ccc2c(c1)c(=O)oc1cc(OCC(=O)NC3CC3)ccc12 | -0.4% | -11% | i | 13% | -4% | -7% | -8% | 8% | -2.0
Cc1cc(O)c(C(C)C)cc1NC(=O)Nc1cccc2ccccc12 | 2.9% | -11% | i | -11% | ? | -11% | -11% | 1% | -1.6
Cc1ccc(OCCN2CCN(C(=O)CCC(=O)Nc3nnc(C(C)C)s3)CC2)cc1 | 3.6% | ? | i | 1% | -19% | -7% | 12µM* | 0% | 1.6
CCOc1ccccc1C1CC(c2cccc(NS(C)(=O)=O)c2)=NN1C(=O)c1ccccc1 (centres undefined) | 4.2% | -8% | i | -10% | -9% | -9% | -16% | -6% | 1.8
CN(c1ccc(OCC(=O)OCC(=O)Nc2c(F)c(F)c(F)c(F)c2F)cc1)S(=O)(=O)c1ccc(F)cc1 | -0.9% | 9% | i | 9% | 33%[activator] | 14% | 7% | 0% | 2.3
CCn1ccc2cc(S(=O)(=O)N3CCCN(C(=O)Nc4ccccc4C(F)(F)F)CC3)ccc21 | -1.1% | -2% | · | -1% | -13% | -1% | · | · | ·
COC(=O)c1c(C)[nH]c(C(=O)C(C)OC(=O)C2=NNC(=O)CC2)c1C (centres undefined) | -0.3% | -3% | i | 21% | 19% | 3% | 2% | 0% | 2.3
COc1ccc(NC(=O)CN2C(=O)NC(C)(C3CC3)C2=O)cc1S(=O)(=O)N1CCCCC1 (centres undefined) | -0.5% | 6% | i | 9% | -7% | 0% | 1% | -3% | -4.4
CCCCc1c(-c2ccccc2OC)ncn1CCc1ccc(OC)cc1 | 0.2% | · | i | · | · | 2% | · | · | -2.4
COc1ccc(CC(=O)c2ccc(O)cc2O)cc1 | 0.2% | -1% | i | -6% | 25% | -1% | 10% | 0% | -0.8

Compounds were not picked by outcome. Share with any hit: about 4.3%.
